From PubChem BioAssay
NPY Y1 blocker = NPY-Y1 (human) receptor antagonism; HEK293-CNG Y1 cells, membrane potential fluorescence; NPY at EC95, then isoproterenol; inhibition, % at 3.6 µM; 1% of 200,000 active; AID 1040;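 active means inhibition above the campaign mean inhibition of all tested compounds plus 3 SD, cut at about 20% in these data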;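 further: 0% = DMSO wells given NPY plus isoproterenol and 100% = isoproterenol alone without NPY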
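Assay system: HEK293 Y1/CNG channel cell line; Doses: single compound dose of 3.6 µM, 0.4% DMSO; Timing: dye 3 h, compound 60 min room temperature, stimulation 45 min; Technique: Membrane-potential fluorescent dye readout; Measure: % inhibition of NPY effect.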
RBBP9 inhibitor = blocks human serine hydrolase RBBP9. O75884. recombinant RBBP9, FP-Rh probe fluorescence polarization. inhibition, % at 7.94 µM. 0.2% of 220,000 active. AID 1515;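 active means inhibition above the campaign mean of all tested compounds plus 3 SD, cut at about 14% in these data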;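 further: plate controls were DMSO wells with RBBP9 for no effect and wells lacking RBBP9 protein for full effect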
Target sequence (O75884 whole entry, looked up): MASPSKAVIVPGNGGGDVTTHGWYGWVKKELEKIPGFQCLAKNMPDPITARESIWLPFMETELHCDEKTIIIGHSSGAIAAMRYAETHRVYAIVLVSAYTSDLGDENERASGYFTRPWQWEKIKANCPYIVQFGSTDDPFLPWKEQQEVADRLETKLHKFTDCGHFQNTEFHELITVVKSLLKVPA
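Test system: recombinant human RBBP9. Quantity: 2.5 µM RBBP9 dispensing solution, before mixing. Detection: FP readout at 525/598 nm. Reagent: Serine-hydrolase probe FP-Rh, 375 nM pre-mixing. Measure: % inhibition. Control set: DMSO-treated enzyme wells and wells lacking RBBP9. Buffer or medium: Tris-NaCl-Pluronic buffer, pH 8.0. Times: preincubation 30 min plus labeling 45 min at 25 °C.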
S1P4 antagonist = blocks the human S1P4 receptor; S1P4-expressing cells, antagonist mode, reporter read-out; 0.26% of 220,000 active; O95977; inhibition, % at 4.98 µM; in the data active means inhibition above about 29%;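 further: 0% = wells stimulated with agonist and 100% = vehicle wells without agonist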
Target sequence (O95977 whole entry, looked up): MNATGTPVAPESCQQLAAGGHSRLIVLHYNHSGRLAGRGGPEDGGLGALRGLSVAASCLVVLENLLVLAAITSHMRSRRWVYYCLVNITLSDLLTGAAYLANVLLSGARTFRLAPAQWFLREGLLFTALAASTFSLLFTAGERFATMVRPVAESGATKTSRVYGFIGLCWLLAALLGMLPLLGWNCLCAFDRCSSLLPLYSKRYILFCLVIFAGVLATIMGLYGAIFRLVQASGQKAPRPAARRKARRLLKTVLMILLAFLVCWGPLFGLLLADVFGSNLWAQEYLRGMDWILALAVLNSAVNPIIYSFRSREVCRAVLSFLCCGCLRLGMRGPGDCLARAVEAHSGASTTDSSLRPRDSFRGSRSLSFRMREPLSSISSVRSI
NPY-Y1 PAM-ag = human NPY-Y1 potentiation or agonism, primary screen. NPY-Y1 expressing cells, potentiator/agonist activation. activation, % at 3.6 µM. 0.37% of 220,000 active. AID 1304; in the data active means activation above about 33%, passing the limit was not always enough;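 further: cells stimulated with NPY at EC10 then isoproterenol at EC100; 0% = low agonist plus stimulus and 100% = saturating agonist plus stimulus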
S1P4 ag = agonists of human S1P4 receptor | O95977 | S1P4-expressing cell line, agonist reporter assay | activation, % at 4.98 µM | 0.35% of 220,000 active | AID 1509; in the data active means activation above about 11%;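 further: 0% = DMSO vehicle and 100% = reference agonist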
NPY-Y2 PAM-ag = potentiates or activates human NPY-Y2 receptor; P49146; cells expressing NPY-Y2, potentiator/agonist read-out; activation, % at 3.6 µM; 0.45% of 220,000 active; in the data active means activation above about 27%;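 further: cells stimulated with NPY near EC25 plus isoproterenol at EC100; 0% = vehicle plus submaximal agonist and 100% = vehicle plus saturating agonist; some results beyond the cut were filed as inactive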
Target sequence (P49146 whole entry, looked up): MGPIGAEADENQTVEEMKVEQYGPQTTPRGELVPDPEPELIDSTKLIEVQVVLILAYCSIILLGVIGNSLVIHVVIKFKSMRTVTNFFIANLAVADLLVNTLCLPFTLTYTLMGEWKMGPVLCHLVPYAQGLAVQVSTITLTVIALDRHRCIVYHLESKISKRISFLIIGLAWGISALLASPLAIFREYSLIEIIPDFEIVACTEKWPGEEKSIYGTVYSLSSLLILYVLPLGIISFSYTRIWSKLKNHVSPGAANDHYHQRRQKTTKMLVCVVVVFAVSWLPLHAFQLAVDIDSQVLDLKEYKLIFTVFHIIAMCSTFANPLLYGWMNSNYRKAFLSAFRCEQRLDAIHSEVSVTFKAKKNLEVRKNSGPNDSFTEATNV
Runt-CBFb FRET = inhibitors of human RUNX1 Runt domain binding to CBFb; Q01196+Q13951; Cerulean-Runt/Venus-CBFb FRET ratio 530/480, 1 h; inhibition, % at 20 µM; 0.46% of 220,000 active;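 active means inhibition over about 50% at 20 µM in the single-dose screen, limit read from the data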;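 further: 0% = DMSO wells and 100% = excess unlabeled CBFb competitor control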
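Measured by: fluorescence energy transfer, 422 nm excitation, 530/480 nm emission; test system: Cerulean-tagged RUNX1 Runt domain (FRET donor) fusion protein; buffer or medium: Tris pH 7.5 buffer with BSA; compound: one dose, 20 µM compound, 1% DMSO; times: two 1 h room-temperature incubations shielded from light; benchmarks: unlabeled CBFb 5 µM, positive control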
Ba/F3 V617F tox = loss of viability in JAK2V617F-driven Ba/F3 cells; Ba/F3 EpoR-JAK2V617F viability, ATP luminescence; 1.1% of 220,000 active; inhibition, % at 5.6 µM;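 active means inhibition above the campaign mean plus 3 SD over all tested compounds, cut at about 24% in these data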;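 further: cytokine-independent growth of Ba/F3 cells driven by EpoR plus mutant JAK2; 0% = DMSO-treated cells and 100% = JAK inhibitor I control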
BaF3 tox = counter-screen for JAK2V617F inhibitors: parental Ba/F3 viability inhibitors | CellTiter-Glo ATP luminescence | inhibition, % at 5.6 µM | 1.1% of 220,000 active | AID 1486;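 active means inhibition above a per-campaign cutoff, the mean inhibition of all tested compounds plus 3 SD, cut at about 27% in these data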;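 further: 0% = DMSO wells and 100% = JAK Inhibitor I control wells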
* hit, by the source's call; · = no result given.

structure,NPY Y1 blocker,RBBP9 inhibitor,S1P4 antagonist,NPY-Y1 PAM-ag,S1P4 ag,NPY-Y2 PAM-ag,Runt-CBFb FRET,Ba/F3 V617F tox,BaF3 tox
CN(C)S(=O)(=O)c1ccc(-c2csc(N/N=C/c3ccco3)n2)cc1,·,-9,-8,-31,-0.5,13,4,0,0
CCCCNC(=O)CS(=O)Cc1nc(-c2cccs2)oc1C (centres undefined),3,-1,-3,1,0.5,-5,1,-2,8
O=C(N1CCN(c2ccccc2F)CC1)C12CC3CC(CC(C3)C1)C2,6,-3,1,-31,0.6,-16,-3,-2,3
Cc1ccc(Nc2nnc(-c3ccncc3)s2)c(Br)c1,2,-1,2,-2,0.6,-5,1,4,7
CCn1ncc(CN2CCN(Cc3ccc(OC)c(C)c3C)C(CCO)C2)c1C (centres undefined),1,-1,-32,7,1.3,-4,1,2,7
COc1ccc2oc(=O)c(C(=O)N3c4ccccc4CC3C)cc2c1 (centres undefined),4,1,-11,7,2.2,-8,2,-1,3
Cc1ccc(NC(=S)N(Cc2ccccc2)C(C)C)cc1,·,-7,1,3,-0.5,-2,0,4,3
O=C(Cc1ccc(S(=O)(=O)N2CCOCC2)s1)Nc1ccc2c(c1)CCC2,-7,-9,0,0,1.1,17,-1,-1,0
Cc1c([N+](=O)[O-])c(C(=O)N2CCCC2)nn1C,5,-7,-9,16,1.0,-3,-1,-2,1
C=CC[N+](C)(C)CC(=O)OCc1ccccc1,10,4,-25,15,1.2,0,-2,4,8
c1ccc2c(c1)ncn2CCC1CCCCC1,2,8,5,-19,-1.5,-2,-2,-1,6
CCCCn1c(N)c(N(CCOC)C(=O)CCc2ccc(OC)cc2)c(=O)[nH]c1=O,0,2,-12,-17,-3.1,7,0,0,2
O=c1[nH][nH]c2nc(C(F)(F)F)cc(C(F)(F)F)c12,8,0,-11,-16,67*,-4,-1,4,2
COc1cc(C(=O)Nc2ccc(N(C)C)cc2)cc(OC)c1OC,-5,-5,3,1,-1.5,-5,8,-1,3
CCn1c(C)nc2cc(C(=O)N/N=C(\C)c3ccc(N4CCOCC4)cc3)ccc21,3,-3,1,7,-0.9,-11,0,6,10
COc1ccc(-c2cc(C(=O)NCc3cccnc3)no2)cc1OC,2,-6,8,-12,-1.3,-7,0,2,6
CCOC(=O)C1CCCN(c2ncnc3c2[nH]c2cccc(OC)c23)C1 (centres undefined),-5,-9,2,4,0.1,4,-2,0,3
N#C/C(=C\c1cccs1)C(=O)NCc1cccnc1,-6,-10,-18,-17,0.3,3,2,-2,10
CCCn1nnc(NC(=S)NC(=O)CC)n1,-5,-5,-2,-13,-2.9,14,2,-4,0
CCOc1ccc(CC(=O)OCn2nnc3ccccc3c2=O)cc1,3,-7,-13,-10,3.6,-7,-2,-1,8
O=C(CCCNS(=O)(=O)c1cccs1)N1CCN(c2cccc(Cl)c2)CC1,-8,-5,-25,-15,-0.9,13,0,-2,5
CC(=O)Nc1ccc(NC(=O)COc2c(C)cc(Br)cc2C)cc1,1,0,8,2,0.0,-22,2,2,9
Cc1nc(N)sc1C(=O)OCC(C)C,11,-1,2,-19,1.8,1,-1,6,8
CN(/N=C/c1cccnc1)c1cnn(-c2ccc(F)c(Cl)c2)c(=O)c1Cl,0,10,3,-10,-1.9,5,2,-3,2
Cc1ccc(SCC(=O)N(C)C2CCS(=O)(=O)C2)cc1 (centres undefined),-2,-3,-11,9,-0.1,2,-1,3,7
Cc1ccc(C)n1-c1ccc(-c2nnc3n2CCCCC3)s1,-1,2,-11,-17,1.1,11,11,0,4
CCO[C@H]1OC(C(=O)NCc2ccccc2)=C[C@@H](c2cn(C(C)=O)c3ccccc23)[C@@H]1CCCO,-3,0,-9,18,0.4,15,0,2,-5
CC(C)(C)c1nc2c(Br)cc(Br)cc2c(=O)o1,-5,-3,-10,-23,0.3,-3,1,1,3
O=C(Nc1ccc2c(c1)C(=O)N(CC1CCCO1)C2=O)c1ccc(Cl)c(Cl)c1 (centres undefined),-1,1,-24,-18,0.9,-14,0,-2,2
O=C(C1CCCN(Cc2ccncc2)C1)N1CCc2ccccc2C1 (centres undefined),-6,1,-5,20,0.4,7,-1,-2,-2

Fetched one by one from the entries so far, two records:
structure,NPY Y1 blocker,RBBP9 inhibitor,S1P4 antagonist,NPY-Y1 PAM-ag,S1P4 ag,NPY-Y2 PAM-ag,Runt-CBFb FRET,Ba/F3 V617F tox,BaF3 tox
CCO[C@H]1OC(C(=O)NCc2ccccc2)=C[C@@H](c2cn(C(C)=O)c3ccccc23)[C@@H]1CCCO,-3,0,-9,18,0.4,15,0,2,-5
Cc1ccc(NC(=S)N(Cc2ccccc2)C(C)C)cc1,·,-7,1,3,-0.5,-2,0,4,3

Continued.
structure,NPY Y1 blocker,RBBP9 inhibitor,S1P4 antagonist,NPY-Y1 PAM-ag,S1P4 ag,NPY-Y2 PAM-ag,Runt-CBFb FRET,Ba/F3 V617F tox,BaF3 tox
CCCC(=O)Nc1cc(C(=O)O)ccc1Sc1ccccc1,5,-4,-7,-21,0.8,9,0,3,3
O=C1NC(=O)/C(=C\c2ccc(Oc3ccc([N+](=O)[O-])cn3)cc2)S1,-3,-2,-8,17,-0.4,12,-2,-6,2
O=C(O)/C=C/C(=O)Nc1ccc2c(c1)C(=O)c1ccccc1C2=O,·,-4,18,-1,-1.8,2,0,3,4
Cc1ccccc1CSc1ncc(C#N)c(N)n1,-3,-13,-16,-12,2.2,-9,6,1,6
COc1cc2c(cc1OC)C(C)N(C(C)=O)CC2 (centres undefined),2,-13,2,-24,3.9,-10,-3,-4,3
CCOc1ccc(N(Cc2cc3cc(OC)ccc3[nH]c2=O)S(C)(=O)=O)cc1,4,-7,14,5,0.9,10,-2,0,5
O=C(Cc1ccccc1)Nc1cccc([N+](=O)[O-])c1,0,-7,2,-2,0.0,-5,2,5,2
O=C(Nc1nnc(COc2ccc(F)cc2)s1)c1cccs1,10,-6,-8,-12,-2.8,4,2,-1,4
O=C(CN(Cc1ccccc1F)C(=O)Cn1nnc(-c2cccs2)n1)NCC1CCCO1 (centres undefined),15,-8,8,-12,-3.7,-3,0,-2,0
O=C(CCCN1C(=O)c2ccccc2C1=O)N1CCCCC1,5,-7,-19,-16,-1.7,-16,0,1,0
CC(C)Nc1nc(NC(N)=S)nc(NC(C)(C)C)n1,-11,-6,11,31,0.9,0,3,0,11
O=C(CN1C(=O)CCC1=O)NNc1ccc2ccccc2c1,-1,-7,-19,-10,-1.9,-14,2,7,10
CCN1CCN(Cc2cccc(Oc3ccccc3)c2)CC1,19,8,6,12,-0.4,-5,-1,-4,4
CC1CC(C)CN(C(=O)/C=C/c2ccc([N+](=O)[O-])s2)C1 (centres undefined),4,-6,-7,0,0.2,5,3,2,-4
Cc1ccc(CNCC(=O)Nc2ccc(C)cc2Br)cc1,3,-2,-8,-19,-1.6,1,-4,3,3
CCN(CC(=O)Nc1ccccc1OC)CC(=O)Nc1sccc1C#N,7,-4,0,2,1.8,3,-2,-2,6
Cc1ccc(C(=O)/C=C/Nc2cccc(O)c2)cc1,2,1,-13,4,0.5,-6,2,-1,9
CC(C)Nc1ccc(Nc2ccnc3cc4ccccc4cc23)cc1,·,-5,-90,81*,-0.5,75*,7,18,11
COc1ccccc1Nc1nc(N)nc(CSC(=S)N2CC(C)CC(C)C2)n1 (centres undefined),9,-9,-7,-12,1.5,-4,-2,-3,-1
O=C1C(Cl)=C(NCCCO)C(=O)c2ccccc21,0,1,8,-14,-0.5,0,-1,-3,-2
CSc1nc(-c2ccco2)cc(-c2ccccc2)c1C#N,2,-4,-7,5,0.7,2,-3,0,3
CC(C)COc1ccc(-c2cc(C(=O)NN)[nH]n2)cc1,-2,2,7,2,1.7,0,-4,-3,-3
Cc1ccc(NC(=O)/C(Cl)=C/c2ccccc2)cc1C,12,-1,4,-18,-1.6,-12,2,5,6
Cn1c(CCNC(=O)c2ccco2)nc2cc(NS(=O)(=O)c3ccc(Cl)cc3)ccc21,-2,2,-27,-1,-1.4,3,-4,5,7
COC(=O)c1ccc(C(=O)OC)c(NC(=O)CSCC(=O)O)c1,·,-5,4,8,0.4,2,3,-3,-1
COc1cc(CNCCSc2nnnn2C)cc(Br)c1OCc1ccccc1,9,4,-9,-17,-2.3,-2,-5,3,8
Cc1cccc(Nc2nnc(SCC(=O)NCc3cccs3)s2)c1,-4,2,-18,-8,-0.5,-3,1,-1,-2
CC(C)C1N(S(=O)(=O)c2ccccc2)CCN1S(=O)(=O)c1ccccc1,10,-8,-23,-11,0.3,10,0,-2,3
Cc1ccc(/C=N\Nc2cn[nH]c(=O)c2Cl)cc1,-2,6,-2,-14,0.0,11,1,1,6
O=C(O)c1ccccc1Nc1ccnc(Cl)n1,·,0,-16,-6,1.0,-6,1,1,-5
O=C(CNC(=O)c1ccco1)N/N=C/c1cccs1,·,-6,-2,4,1.7,-3,-1,-3,-4
NC(CC(=O)O)c1ccc(Br)cc1 (centres undefined),-1,-3,-20,-18,2.3,-4,2,4,7
COc1ccc(C(=O)NCc2nnc(SCC(=O)N3CCCCC3)o2)cc1,2,7,-10,0,-2.5,11,1,-5,-2
O=C(CCc1nc(-c2ccccc2)no1)NC1CCCCC1,5,-9,8,-8,0.1,-7,6,-1,4
O=C(CCCn1c(=S)[nH]c2ccccc2c1=O)NCCSCc1ccccc1,5,5,-4,0,-1.0,-4,1,-2,4
Cc1ccc(C)c2nc3sc(C(=O)N4CCOCC4)c(N)c3cc12,2,-8,-18,-3,2.1,-5,22,0,5
O=C(Nc1cccc(NC(=O)c2cccnc2)c1)c1cccnc1,-2,-4,-14,2,1.0,7,0,5,6
Cc1nc2ccc(NC(=O)N(C)c3ccccc3)cc2s1,-2,-4,-24,16,1.5,-1,0,0,6
Cc1ccc2nsnc2c1S(=O)(=O)N(Cc1cc2cccc(C)c2[nH]c1=O)CC1CCCO1 (centres undefined),-8,0,3,-10,-1.4,3,0,1,4
Cc1nn(-c2cccc(Cl)c2)nc1C(=O)O,7,-5,-11,8,-0.9,-7,-3,-1,4
CC(=O)Nc1ccc(S(=O)(=O)NC2(C(F)(F)F)C(=O)Nc3c2c(=O)[nH]c(=O)n3Cc2ccco2)cc1 (centres undefined),-1,-2,-8,-15,0.1,-6,2,4,5
COc1ccc(N2C(=O)C(F)(F)C2c2ccccc2F)cc1 (centres undefined),-2,-7,-8,0,3.0,6,-1,-3,9
CCOc1nc(-c2ccccc2)ccc1-c1noc(-c2cccs2)n1,2,-6,3,6,-3.7,-3,0,-4,0
Cc1c(NC(=O)C(C)N2CC(C)OC(C)C2)c(=O)n(-c2ccccc2)n1C (centres undefined),1,-1,-16,16,-2.1,3,0,-2,0
